High-throughput results: PubChem, The Scripps Research Institute Molecular Screening Center
MITF inh – human MITF inhibition, primary screen. AlphaScreen MITF homodimerization, bead proximity signal. inhibition, % at 2.6 µM. 650,000 compounds, 0.91% hits; in the data active = inhibition above about 50%;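 note: 0% = vehicle wells with protein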
Target sequence (O75030 whole entry, looked up): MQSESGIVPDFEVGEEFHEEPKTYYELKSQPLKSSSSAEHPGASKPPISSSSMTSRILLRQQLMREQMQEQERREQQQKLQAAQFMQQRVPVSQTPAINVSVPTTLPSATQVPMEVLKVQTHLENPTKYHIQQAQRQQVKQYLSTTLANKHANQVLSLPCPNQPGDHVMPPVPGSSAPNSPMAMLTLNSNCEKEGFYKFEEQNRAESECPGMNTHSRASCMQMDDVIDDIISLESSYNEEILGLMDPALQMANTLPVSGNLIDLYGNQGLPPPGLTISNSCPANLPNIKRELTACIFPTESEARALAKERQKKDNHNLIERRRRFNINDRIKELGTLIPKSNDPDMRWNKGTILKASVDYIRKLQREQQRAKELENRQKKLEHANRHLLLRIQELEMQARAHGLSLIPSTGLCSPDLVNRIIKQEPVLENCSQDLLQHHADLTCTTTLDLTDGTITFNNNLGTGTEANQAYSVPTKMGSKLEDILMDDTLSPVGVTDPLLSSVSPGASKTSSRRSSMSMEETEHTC
GPR151 activ – activators of human GPR151. Q8TDV0. PathHunter beta-arrestin GPR151 cells, luminescence. activation, % at 11.2 µM. 650,000 compounds, 1% hits. AID 1508602; in the data active = activation above about 4.9%;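 note: 0% = median of compound wells and 100% = cells with positive control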
Target sequence (Q8TDV0 whole entry, looked up): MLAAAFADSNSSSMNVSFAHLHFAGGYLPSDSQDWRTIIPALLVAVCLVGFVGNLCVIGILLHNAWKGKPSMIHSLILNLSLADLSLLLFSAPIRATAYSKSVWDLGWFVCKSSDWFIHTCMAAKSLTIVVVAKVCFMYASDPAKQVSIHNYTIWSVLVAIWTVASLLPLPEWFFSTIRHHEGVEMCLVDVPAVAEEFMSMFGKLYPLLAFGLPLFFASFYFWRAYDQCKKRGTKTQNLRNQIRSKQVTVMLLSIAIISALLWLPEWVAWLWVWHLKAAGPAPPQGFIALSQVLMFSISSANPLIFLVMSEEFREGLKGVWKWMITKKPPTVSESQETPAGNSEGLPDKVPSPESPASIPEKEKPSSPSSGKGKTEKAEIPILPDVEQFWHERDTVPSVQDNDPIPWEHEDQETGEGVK
TEAD-YAP block – TEAD-YAP interaction inhibition; HEK-TIYL cells, TEAD-Gal4/YAP UAS-luciferase luminescence; inhibition, % at 9.12 µM; 640,000 compounds, 1.4% hits; in the data active = inhibition above about 32%;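 note: 0% = median of test compound wells and 100% = reference inhibitor wells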
FBW7 activator – human FBW7 E3 ligase activation, primary screen | AID 1259310 | Q969H0 | normalized activity (activation), % at 26.1 µM | 650,000 compounds, 0.13% hits | AlphaScreen FBW7–phospho-cyclin E peptide binding, activator screen; in the data active = normalized activity above about 1.9%;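 note: purified mutant Fbw7 with reduced substrate affinity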
An asterisk follows results filed as active; & = joins results of further samples. Rows are unselected. Share with any hit: about 3.5%.

SMILES	TEAD-YAP block	MITF inh	FBW7 activator	GPR151 activ
CSCC[C@@H](C(=O)Nc1ccc(C)c(F)c1)N1Cc2ccccc2C1=O	6	7	0.0	0.0
CCOC(=O)N1CCC(n2c(SCC(=O)NCCc3ccc(S(N)(=O)=O)cc3)nc3ccccc3c2=O)CC1	4	-11	0.1	1.1
Cc1ccc(/C=C/C(=O)Nc2ccccc2Br)o1	-61	20	0.1	-0.4
O=C1NC(=O)N(c2ccc(Cl)c(Cl)c2)C(=O)/C1=C/c1ccc(O)cc1	13	6	0.1	1.6
CCCNC(=O)c1ccccc1NC(=O)COc1cc(C)cc(C)c1	-4	-2	0.0	-0.6
CC(C)(C)NC(=O)C1CCC(CNc2c(N3CCCCC3)c(=O)c2=O)CC1 (configuration not stated)	-13	2	0.0	3.0
Cn1cnnc1Sc1ccc(C(=O)OCc2ccccc2)cc1[N+](=O)[O-]	-5	1	0.0	-0.9
COC(=O)c1ccc(N2C(=O)CSC2c2ccc(Cl)c(Cl)c2)cc1 (configuration not stated)	0	-2	-0.1	-0.8
O=C1N[C@H](Cc2ccccc2)C(=O)N2C[C@@H](NCc3ccc(Cl)cc3)C[C@@H]12	3	8	0.1	1.6
Cc1ccc(N2CC(NC(=O)NCCc3c[nH]c4ccccc34)CC2=O)cc1 (configuration not stated)	6	8	-0.1	1.3
CCN(CC)C(=O)CSc1nnc2c3c4c(sc3nc(C)n12)CC(C)CC4 (configuration not stated)	-8	5	-0.1	0.1
CC(=O)N(c1ccc(C)cc1C)S(=O)(=O)c1ccc(C)cc1	10	8	0.6	-2.1
Cn1c(-c2nonc2NC(=O)CSc2nc3ccccc3o2)nc2ccccc21	5	-5	0.0	-0.7
O=C(CCCN1C(=O)c2ccccc2C1=O)Nc1cccc(C(F)(F)F)c1	0	3	0.0	1.5
O=C(CSc1nnnn1-c1ccc2c(c1)OCO2)NCc1cccs1	-22	9	0.7	2.1
CCN(CC)S(=O)(=O)c1ccc(C(=O)N2CCc3cc(OC)c(OC)cc3C2COc2ccc(C(C)C)cc2)cc1 (configuration not stated)	11	10	0.0	0.6
O=C1NC(c2ccc(F)cc2)Nc2c1sc(=S)n2-c1ccccc1 (configuration not stated)	12	-5	0.1	0.4
Cc1ccc(OCCNCc2ccccc2)c(C)c1	-2	49	0.5	-0.3
CC(C)(C)c1ccc(/C=C/C(=O)NCCCN2CCOCC2)cc1	4	-4	0.0	0.9
C=C(C)COc1ccc2c(=O)c(Oc3ccc(C(=O)OC)cc3)coc2c1	-3	1	-0.3	1.3
CCOC(=O)c1ccc(NC(=S)Nc2cccc([N+](=O)[O-])c2)cc1	-8	8	-0.1	-1.5
Cc1ccccc1OCC(=O)Nc1sc2c(c1C(=O)NCC1CCCO1)CCCC2 (configuration not stated)	-4	-14	0.0	-0.7
CCOC(=O)C1=C(C)N=c2s/c(=C\c3ccc(C)o3)c(=O)n2C1c1ccc(SC)cc1 (configuration not stated)	-5	-12	0.1	0.2
O=C(C1CCCN(c2ccc(-c3ccccc3)nn2)C1)N1CCOCC1 (configuration not stated)	-5	25	-0.2	-1.7
COc1ccc(-n2cc(-c3ccccc3)c3c(Nc4cc(Cl)ccc4OC)ncnc32)cc1	3	3	0.0	3.0

SMILES	TEAD-YAP block	MITF inh	FBW7 activator	GPR151 activ
CC(C)CC(=O)Nc1nn2c(-c3cccs3)nnc2s1	-8	0	-0.1	5.5*
Cn1c(=O)c(=O)n(C)c2cc(S(=O)(=O)N3CCN(C(=O)c4ccco4)CC3)ccc21	1	6	0.3	15*
O=C(CNC(=O)c1cccs1)OCC(=O)c1ccccc1	-5	8	0.1	-0.8
O=C(Nc1ccc([N+](=O)[O-])cc1)Nc1ccccc1-c1ccccc1	14	6	-0.1	-0.4
Cc1ccc(-c2nnn(CC(=O)Nc3cccc(C)c3C)n2)cc1	0	0	0.0	0.0
Cc1ccc(-n2cc(C(=O)NC3CCCCCC3)c3ccccc3c2=O)cc1C	-2	0	0.1	0.9
C=CCOc1ccc(/C(O)=C2\C(=O)C(=O)N(CCCN(C)C)C2c2ccccc2F)c(C)c1 (configuration not stated)	3	11	0.0	0.7
Nc1nnc(-c2cccnc2)s1	-1	-5	0.0	1.4
CC(=O)Nc1sc(C)c(C)c1C#N	7	12	0.1	-0.1
CN(C)C(=O)Cn1nc(-c2nccc3ccccc23)oc1=O	-4	9	0.0	3.4
Cc1ccc(C(=O)Nc2ccc(S(=O)(=O)O)c3cc(S(=O)(=O)O)cc(S(=O)(=O)O)c23)cc1NC(=O)c1cccc(NC(=O)Nc2cccc(C(=O)Nc3cc(C(=O)Nc4ccc(S(=O)(=O)O)c5cc(S(=O)(=O)O)cc(S(=O)(=O)O)c45)ccc3C)c2)c1	-4&1	14&26&-15	-0.4&-0.2&-0.2	-1.0&0.3&1.7&1.1
CCOC(=O)CSc1nc(-c2ccccc2)cc(-c2ccccc2OC)c1C#N	9	-4	0.0	-0.8
COCCCNC(=O)c1cc(-c2ccc(OC)cc2)nc2ccccc12	-12	14	0.1	-1.1
COc1ccc(CCNC(=O)c2cnn3c(C(F)F)cc(C)nc23)cc1OC	0	15	0.0	0.5
CCN(CC)C(=O)COc1ccc(Cl)cc1Br	5	12	0.1	-0.5
O=C1N/C(=C/c2ccc(O)cc2)C(=O)N1c1ccccc1	-43	-21	0.1	-2.8
COc1ccc(Cc2nc3ccccc3n2C)cc1	7	-5	-0.2	1.4
CCCCC(=O)NC1(C(F)(F)F)C(=O)N(Cc2ccco2)C(C)=C1C(=O)OC (configuration not stated)	3	15	0.1	-0.4
COc1ccc(N2CCN(C(=O)c3ccc(Cn4c(=S)[nH]c5ccc(Br)cc5c4=O)cc3)CC2)cc1	-2	-5	0.0	-0.2
CCN1CCC[C@H]1CNC(=O)c1c(O)c(Cl)cc(Cl)c1OC	6&-5	17&17&6&26	0.1&0.2&-0.2&0.1	0.7&1.1&0.5&-1.7
CC1=C(C(=O)Nc2ccccn2)C(c2ccsc2)C2=C(CCCC2=O)N1 (configuration not stated)	-8	-7	-0.2	0.3
O=[N+]([O-])c1cccc(CN2CCN(c3ncccn3)CC2)c1	-3	28	0.0	1.2
Cc1nc(N2CCC(Cc3ccccc3)CC2)c2c3c(sc2n1)CCC3	6	6	0.0	2.0
CNc1nc(Nc2cccc3ccccc23)nc(OCC(F)(F)F)n1	-6	-8	-0.1	0.9
CC1=NNC(=O)C1CC(=O)N/N=C/c1ccccc1 (configuration not stated)	1	-4	-0.1	0.0

SMILES	TEAD-YAP block	MITF inh	FBW7 activator	GPR151 activ
CNC(=O)c1ccc(S(=O)(=O)N2CCCC2)o1	-3	-12	-0.1	-0.4
CC(=O)NC1C(Oc2ccccc2C)OC2COC(C)(C)OC2C1O (configuration not stated)	19	10	1.6	0.5
COc1cccc(CN2CCNC(=O)C2CC(=O)NC2CCCC2)c1OC (configuration not stated)	6	0	0.0	0.1
CSC1=C(C#N)C(c2ccccc2)CC(=O)N1 (configuration not stated)	-3	-8	0.1	-1.2
COc1ccc(C(=O)NC(=O)Nc2ncccn2)cc1	7	3	0.1	-1.2
c1ccc2c(c1)CCCC(NNC1=Nc3ccccc3CCC1)=N2	6	-5	-0.1	0.3
O=C(Cn1cnc2c(-c3ccc(F)cc3)csc2c1=O)Nc1ccc(Br)cc1	7	-18	-0.1	1.5
CCc1ccn2c(C)c(-c3ccc(OC)c(OC)c3)cc2c1	-2	-4	-0.3	-1.9
Cc1ccc(NC(=O)c2cc([N+](=O)[O-])ccc2NCCN2C(=O)CCC2=O)cc1Cl	8	-5	0.0	1.7
O=C(CS(=O)(=O)c1ccc(F)cc1)NCc1ccccc1	-13	16	0.0	-0.5
Cc1cccc(NC(=O)c2cc(I)ccc2Cl)n1	6	14	1.1	-2.2
CSc1nnc2c(n1)OC(c1cccc(OCc3ccccc3)c1)N(C(C)=O)c1ccccc1-2 (configuration not stated)	1	8	0.5	-2.7
C=CCOc1c(I)cc(/C=C(\C#N)C(N)=O)cc1OC	0	-14	-0.1	-0.3
COc1ccc(-c2[nH]nc3nc(-c4ccc(N5CCN(C)CC5)nc4)ccc23)cc1OC	-44	20	0.7	0.9
O=c1c2ccccc2cc2[nH]c3ccccc3n12	-5	17	0.3	-1.3
COc1ccc(Cl)cc1NC(=O)Cn1cnc2c(nnn2Cc2ccccc2)c1=O	6	11	0.3	-1.0
Cc1cc(Br)cc(C)c1NC(=O)c1sc2ncn(CC(=O)N3CCCC(C)C3)c(=O)c2c1C (configuration not stated)	2	11	0.4	-1.0
CCn1c(SCC(=O)c2cc(OC)ccc2OC)nnc1C(C)C	0	-15	0.2	0.1
O=c1cc(C2CCNCC2)[nH]n1-c1ccccc1	-11	-10	-1.3	0.2
CN1CCN(c2oc(COc3ccc(F)cc3)nc2C#N)CC1	-12	-3	-0.2	0.2
CCc1ccc(S(=O)(=O)Nc2ccc([N+](=O)[O-])cc2C)cc1	3	16	0.1	2.5
CC(C)CCN1CCNC(=O)C1CC(=O)NCCCn1cccn1 (configuration not stated)	-8	-7	0.0	0.3
O=C(NC1CCCC1)c1nn2c(c1Cl)NC(c1ccco1)CC2C(F)(F)F (configuration not stated)	-3	-3	-0.1	2.6
COc1ccc(C2CC(c3cccs3)=NN2C(=O)CSc2nnc(CNC(=O)COc3ccccc3)n2-c2cccc(C)c2)cc1 (configuration not stated)	3	0	0.3	1.3
CCOc1ccc(OCC)c(NC(=O)Nc2ccc3c(c2)N(C)C(=O)CS3)c1	2	17	0.3	-0.1

Entries of single compounds, quoted from the list. Values in the order: TEAD-YAP block | MITF inh | FBW7 activator | GPR151 activ
`Cc1cccc(NC(=O)c2cc(I)ccc2Cl)n1` is listed as 6 | 14 | 1.1 | -2.2
`COc1cccc(CN2CCNC(=O)C2CC(=O)NC2CCCC2)c1OC` (configuration not stated) is listed as 6 | 0 | 0.0 | 0.1
`O=C(CS(=O)(=O)c1ccc(F)cc1)NCc1ccccc1` is listed as -13 | 16 | 0.0 | -0.5
`O=c1cc(C2CCNCC2)[nH]n1-c1ccccc1` is listed as -11 | -10 | -1.3 | 0.2
`CCOc1ccc(OCC)c(NC(=O)Nc2ccc3c(c2)N(C)C(=O)CS3)c1` is listed as 2 | 17 | 0.3 | -0.1

(continued)
SMILES	TEAD-YAP block	MITF inh	FBW7 activator	GPR151 activ
O=C(Nc1ccc(N2CCOCC2)cc1)c1cnc(Nc2nccc3ccccc23)s1	-12	14	-0.1	0.9
COc1ccc(Cl)cc1NC(=O)c1ccc(F)c([N+](=O)[O-])c1	1	12	-0.1	0.5
CCN(CC)CCCNC(=O)c1cc(Nc2ccc(OC)cc2)nc2ccccc12	7	1	-0.2	0.5
Cc1cccn2c(CN3CCOCC3)c(C(=O)N3CCCCC3)nc12	-13	8	-0.1	-0.3
CC1CC(C)(C)NC(=S)N1CC(=O)N1CCN(c2ncccn2)CC1 (configuration not stated)	11	-2	0.1	1.1
O=C(NCCc1ccccc1)/C(=C/c1cn(-c2ccccc2)nc1-c1ccc(Br)cc1)NC(=O)c1ccccc1	-4	10	0.0	0.1
Cn1ncc([N+](=O)[O-])c1C(=O)NCc1ccccc1	7	10	0.0	1.4
COc1cc(/C=C2/NC(=O)NC2=O)c(Br)cc1O	10	-2	0.0	0.4
CCCCn1c(=O)c(Cc2ccccc2)c(O)c2ccccc21	-5	1	0.1	-1.1
c1ccc(CNc2ncnc3nc(Nc4ccccc4)[nH]c23)cc1	-6	15	0.4	-1.4
CCCCNC(=O)CCCNC(=O)Cn1cnc2sc(C)c(C)c2c1=O	8	6	0.1	-2.0
COCCCNC(C)CC(C)(C)c1ccc(C)o1 (configuration not stated)	-9	17	0.0	-0.8
O=C(NCC1OCCCN1S(=O)(=O)c1ccccc1)C(=O)NC1CC1 (configuration not stated)	-1	3	0.0	0.2
COc1cccc(N(C(=O)c2nc3nccc(C)n3n2)c2nc3ccccc3s2)c1	-50	-14	0.0	-0.9
O=C(NCc1ccc(F)cc1)Nc1ccc2c(c1)CCCN2C(=O)C1CC1	9	2	0.2	1.5
COc1ccccc1C(=O)Nc1nc2ccccc2s1	95*	6	0.0	-11
O=C(c1ccccc1Oc1ccc(C(F)(F)F)cc1[N+](=O)[O-])N1CCOCC1	-5	6	0.1	1.5
CS(=O)(=O)N(CC(=O)N1CCN(c2ccc(F)cc2)CC1)c1ccc(Cl)cc1	-2	6	0.1	5.6*
CC(C)C(=O)NNC(=O)Cn1[nH]c(=O)c2ccccc2c1=O	3	-4	0.0	0.7
N#Cc1cc2c(nc1SCC(O)CS(=O)(=O)Cc1ccccc1)CCCC2 (configuration not stated)	19	16	0.2	-1.1
CCOC(=O)CSc1nc2c([nH]c3ccccc32)c(=O)n1-c1ccc(OCC)cc1	6	-4	-0.1	1.7

Shown with each value named: entries from further up.
COc1cccc(N(C(=O)c2nc3nccc(C)n3n2)c2nc3ccccc3s2)c1
  TEAD-YAP block: -50; MITF inh: -14; FBW7 activator: 0.0; GPR151 activ: -0.9

O=C(Nc1ccc(N2CCOCC2)cc1)c1cnc(Nc2nccc3ccccc23)s1
  TEAD-YAP block: -12; MITF inh: 14; FBW7 activator: -0.1; GPR151 activ: 0.9
